Screens from PubChem BioAssay.
PhoP inhibition: inhibitors of PhoP regulon expression, primary screen, Salmonella Typhimurium, GFP reporter (AID 1863); S. Typhimurium PhoP-regulated promoter GFP reporter, 4 h; higher % means a stronger effect; inhibition, % at 50 µM; hits with a dose series show IC50 in µM; 300,000 compounds, 0.16% hits;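 active = inhibition over 29.93%, a cutoff 3 SD above the screen mean, later confirmed by dose response; inconclusive = inhibition over 29.93% but no dose response follow-up; inactive = inhibition at most 29.93% or unconfirmed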;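 also: 0% = low Mg2+ inducing control and 100% = high Mg2+ repressing control; strong numbers were not always called active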
KOR beta-arrestin-1: KOR antagonists, beta-arrestin recruitment, cell-based, luminescence, uHTS (AID 1778); inhibition, % at 10 µM; hits with a dose series show IC50 in µM; 290,000 compounds, 0.091% hits; Kappa-type opioid receptor (Homo sapiens); KOR beta-arrestin recruitment, luminescence, antagonist mode; higher % means a stronger effect; in the data active = inhibition above about 50%; also: strong numbers were not always called active
T cell HTS: modulators of CD8 T cell-vesicle binding, primary screen, mouse 2C CD8+ T cells, flow cytometry. 330,000 compounds, 0.068% hits. calls only at 7 µM. AID 2052, 2009. 2C CD8+ T cell-vesicle binding; hits give low values;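 active = response, share of CD8 T cells binding vesicles, and their 90th percentile fluorescence all below set limits, cut at about 80% in these data, passing the limit was not always enough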
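Also added: QL9-peptide-loaded Drosophila micro-vesicles bearing Ld, ICAM-1 and B7-1; Test system: purified 2C TCR transgenic mouse naive CD8+ T cells; Measured by: cytometric PE anti-B7-1 and Alexa647 anti-CD8 signals after 1% paraformaldehyde fixation; Timing: binding step 1.5 h, 37 °C, antibody labelling 20 min, ice.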
GPR55 beta-arrestin: GPR55 agonists via beta-arrestin recruitment, primary screen, imaging, U2OS cells, beta-arrestin-GFP redistribution (AID 1961). 290,000 compounds, 0.048% hits. U2OS GPR55 beta-arrestin-GFP redistribution imaging; higher % means a stronger effect. G-protein coupled receptor 55 (Homo sapiens). activation, % at 10 µM, or EC50 in µM where a hit was titrated;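 active = activation above 40% with more than 50 cells counted in the well; inconclusive = wells holding fewer than 50 cells, flagged as toxic or sparse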;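 also: U2OS osteosarcoma cells stably expressing GPR55 and beta-arrestin-GFP; plate controls were DMSO negative control for no effect and LPI positive control for full effect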
KOR beta-arrestin-2: KOR agonists, beta-arrestin recruitment, primary screen, cell-based, luminescence, uHTS (AID 1777); KOR beta-arrestin recruitment, luminescence; higher % means a stronger effect; one-dose activation, % at 10 µM; EC50 in µM for titrated hits; 280,000 compounds, 0.02% hits; in the data active = activation above about 50%, passing the limit was not always enough; also: a part of the inactive calls stands beside numbers as strong as those of hits
NTR1 ag: agonists of NTR1, primary screen, imaging, U2OS cells, beta-arrestin-GFP, high content (AID 493036). activation, % at 20 µM. 330,000 compounds, 0.17% hits. Neurotensin receptor type 1 (Homo sapiens), P30989. NTR1-U2OS beta-arrestin-GFP spot imaging, agonist mode;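 active = activation at or above 40% of the spot to cytoplasm intensity ratio, with at least 20 cells analyzed; inconclusive = wells under 20 cells, flagged as cytotoxic or low count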;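 also: 0% = DMSO without peptide and 100% = 100 nM NTR1 peptide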
Target sequence (P30989 whole entry, looked up): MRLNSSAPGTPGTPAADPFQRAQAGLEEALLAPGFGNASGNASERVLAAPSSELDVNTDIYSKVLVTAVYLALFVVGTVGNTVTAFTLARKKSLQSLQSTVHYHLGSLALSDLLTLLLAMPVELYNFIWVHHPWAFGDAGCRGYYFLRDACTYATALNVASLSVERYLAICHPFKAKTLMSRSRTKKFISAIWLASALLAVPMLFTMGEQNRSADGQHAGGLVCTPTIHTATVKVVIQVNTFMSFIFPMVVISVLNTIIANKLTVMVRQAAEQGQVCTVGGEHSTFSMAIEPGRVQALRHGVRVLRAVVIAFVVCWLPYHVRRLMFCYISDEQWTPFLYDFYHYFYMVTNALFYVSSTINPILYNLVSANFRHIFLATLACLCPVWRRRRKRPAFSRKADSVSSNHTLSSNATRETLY
GPR55 LPI antagonism: GPR55 antagonists blocking LPI-driven arrestin recruitment, primary screen, imaging, U2OS, beta-arrestin-GFP, LPI agonist (AID 2013) | G-protein coupled receptor 55 (Homo sapiens) | U2OS GPR55 beta-arrestin-GFP translocation imaging, LPI antagonism; higher % means a stronger effect | one-dose inhibition, % at 10 µM; IC50 in µM for titrated hits | 290,000 compounds, 0.13% hits;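 active = spots per cell inhibited over 60%, with over 100 cells counted and total cytoplasm intensity under 500,000; inconclusive = wells with under 100 cells, flagged as likely toxic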;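 also: U2OS cells stably carrying GPR55 and arrestin-GFP stimulated by 5 µM LPI near EC80; imaged beta-arrestin-GFP aggregate spots per cell after agonist stimulation; plate controls were LPI-stimulated DMSO wells for no effect and DMSO wells without LPI for full effect; some results filed as inactive read as strong as hits; confirmed hits need IC50 under 10 µM and bright autofluorescent wells are also inconclusive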
West Nile antiviral: West Nile virus antiviral activity, cell-based, CPE readout (AID 1621); West Nile virus-infected cells, CPE inhibition; higher % means a stronger effect; 290,000 compounds, 0.02% hits; CPE inhibition, % at 10 µM, or IC50 in µM where a hit was titrated; in the data active = a potency from the dose series; inconclusive = CPE inhibition mostly from about 3.7% at the one dose, without a potency; inactive = the rest, 99 in 100 with CPE inhibition below about 2.2%; also: strong numbers were not always called active
GPR35 antagonists: GPR35 antagonists blocking zaprinast-driven arrestin recruitment, primary screen, imaging, U2OS, beta-arrestin-GFP, zaprinast agonist (AID 2058) | G-protein coupled receptor 35 (Homo sapiens) | U2OS GPR35 beta-arrestin-GFP translocation imaging, zaprinast antagonism; higher % means a stronger effect | inhibition, % at 10 µM, or IC50 in µM where a hit was titrated | 290,000 compounds, 0.052% hits;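 active = inhibition of at least 50% with at least 30 cells and total cytoplasm GFP at most 10,000,000; inconclusive = under 30 cells or total GFP of 10,000,000 plus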
T cell HTS vesicle-bound %: further read-out of T cell HTS, marked with its call; double positive events, %; measured here: CD8+ vesicle-bound cell fraction;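 binding gate set so that unloaded-vesicle control wells show 10% double positive cells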
NTR1 ag cell count 20 µM: also measured in NTR1 ag; calls as there; cell count; measured here: cell count, cytotoxicity flag
An asterisk follows results filed as active; i = inactive; ? = inconclusive; nt = no result given; [ ] = remark or other dose.

Fields – PhoP inhibition	KOR beta-arrestin-1	T cell HTS	T cell HTS vesicle-bound %	GPR55 beta-arrestin	KOR beta-arrestin-2	NTR1 ag	NTR1 ag cell count 20 µM	GPR55 LPI antagonism	West Nile antiviral	GPR35 antagonists
c1ccc2c(c1)ccc1ncccc12
  -6%	-31%	i	46	-0.3%	2.0%	0.2	95	23%	0.3%	-14%
CCCCOCCCNC(=O)N[C@@H](CC(C)C)C(=O)O
  -5%	37%	i	9	-0.1%	-5.1%	-0.9	44	6%	0.0%	-3%
C[C@H](NC(=O)c1nc[nH]c1C(=O)NC1CCN(C(=O)OC(C)(C)C)CC1)C(=O)OCc1ccccc1
  2%	-6%	i	33	0.1%	-1.3%	0.4	54	-3%	-0.2%	-7%
COc1cc(/C=N/n2c(C)nnc2C)cc(OC)c1OC
  -2%	-18%	i	52	0.2%	-0.8%	1.1	45	-14%	0.2%	-2%
C=CCNC(=S)N/N=C/c1ccc(OCc2ccccc2Cl)cc1
  3%	-39%	i	21	0.0%	2.6%	20	53	4%	-0.2%	-9%
CC(C)(C)C1CCC(=O)N(CCOc2ccccc2)CC1 (stereo unspecified)
  -3%	-30%[20 µM]	i	26	-0.3%	1.0%	3.8	87	-6%	-1.2%	-5%
CC1Sc2ccc(S(=O)(=O)CCC(=O)NC3CCCC(C)C3C)cc2NC1=O (stereo unspecified)
  12%	-27%	i	14	-0.2%	0.7%	1.6	71	-3%	-0.2%	8%
COC(=O)c1cc(NC(=O)CSc2nnc(N)s2)ccc1Cl
  2%	-67%[20 µM]	i	39	-0.1%	-1.6%	0.4	30	-8%	0.1%	-3%
CCN(CC)CCn1cnc2c1c(=O)n(CCOC(=O)c1cc(OC)c(OC)c(OC)c1)c(=O)n2C
  -5%	nt	i	38	-0.6%	nt	-1.4	66	2%	0.1%	-5%
CC1CCC(NC(=O)c2ccc(N3CCCC3=O)cc2)CC1 (stereo unspecified)
  -20%	-3%	i	13	0.0%	0.3%	-1.6	58	1%	-0.8%	1%
COc1cccc(NC2=Nc3cccc4cccc2c34)c1
  15%	4%	i	45	-0.3%	-0.7%	0.1	41	-3%	-0.7%	12%
COC(=O)c1sc(NC(=O)c2ccoc2C)nc1C
  1%	14%	nt	nt	-0.2%	8.7%	nt	nt	11%	0.0%	4%
O=C(Nc1cc(Br)ccc1O)c1cc(-c2ccc3c(c2)OCO3)on1
  -2%	-20%	i	22	-0.2%	5.1%	-0.2	48	-2%	-0.3%	-8%
COc1ccc(-c2nc(C)c(C(C)=O)n2O)cc1
  -5%	1%	i	40	-0.2%	3.3%	1.7	78	11%	-0.2%	-1%
N#Cc1cc([N+](=O)[O-])ccc1NCCc1ccccn1
  -6%	-16%	i	41	0.8%	-6.2%	-0.6	60	-5%	-0.1%	-1%
O=C(C1CCCCN1S(=O)(=O)c1ccccc1[N+](=O)[O-])N1CCCC1 (stereo unspecified)
  -6%	-29%	i	41	-0.2%	3.7%	0.6	53	-9%	-0.2%	-6%
Cc1cc(F)c(F)c(C(=O)N2CCC(C)CC2)c1Cl
  0%	-35%[20 µM]	i	46	0.6%	nt	-0.5	93	2%	0.1%	7%
CNC(=S)N/N=C/c1ccccc1Cl
  3%	-9%	i	36	-0.2%	-2.1%	-0.9	47	9%	0.0%	10%
COc1ccc(N(CC(=O)Nc2cc(OC)cc(OC)c2)S(=O)(=O)c2c(C)n[nH]c2C)cc1
  -1%	-55%	i	34	-0.1%	-2.7%	0.2	51	-35%	0.0%	-11%
CCc1ccc(-c2nc(CN3CCCC(C(=O)NCCc4ccc(OC)c(OC)c4)C3)c(C)o2)cc1 (stereo unspecified)
  8%	-47%	i	24	0.4%	0.5%	2.3	94	-4%	-1.6%	-9%
COCC(=O)Nc1ccc([N+](=O)[O-])cc1C
  -17%	-19%	i	39	-0.4%	-0.9%	0.1	39	6%	-0.5%	-2%
CCOC(=O)c1cc(-c2ccco2)nc2c1c(C)nn2-c1cccc(Cl)c1
  -1%	-15%	i	13	-0.1%	3.1%	2.9	91	-1%	?	-3%
O=C(NNc1cccc(Cl)n1)Nc1ccc(F)cc1
  -4%	7%	i	56	2.2%	-5.8%	-0.6	49	21%	0.4%	-7%
O=C1/C(=C/c2ccc([N+](=O)[O-])cc2)CCC1C1CCCC1 (stereo unspecified)
  -1%	11%	i	24	-0.1%	-7.0%	0.8	75	-2%	-1.2%	-8%
Cc1nn2c(-c3ccc(Cl)cc3)nnc2s1
  6%	-41%	i	40	-0.2%	-6.5%	0.0	91	-4%	-0.6%	2%
COc1ccccc1Oc1coc2cc(OC(=O)N3CCOCC3)ccc2c1=O
  6%	8%	i	29	-0.2%	-0.3%	-0.4	90	20%	-0.6%	-11%
CCOC(=O)c1c(C)[nH]c(C)c1C(=O)COC(=O)/C=C/c1cccc(Cl)c1
  5%	12%	i	0	0.1%	0.3%	30	70	5%	-1.5%	0%
COc1ccc(OC)c(Nc2cc(C)nc3nc(C)nn23)c1
  9%	30%	i	43	0.2%	-4.0%	-0.6	56	-6%	3.0%	-8%
COc1ccc(NC(=O)c2[nH]c(C)c(C(C)=O)c2C)cc1Cl
  -2%	-58%	i	58	0.3%	8.1%	-0.4	65	-15%	-0.1%	5%
CCOc1ccc(S(=O)(=O)N2CCC(C(=O)NCc3ccncc3)CC2)cc1Cl
  -5%	-18%	i	21	0.0%	0.8%	3.4	56	-2%	0.3%	-10%
O=C(NCCN1CCOCC1)c1cc(-c2ccccc2Cl)nc2ccccc12
  -2%	14%	i	32	-0.1%	-1.8%	-0.4	59	1%	-0.3%	-6%
COCCNC(=O)CCc1nnc(C2(c3ccc(Cl)cc3)CCC2)o1
  10%	-22%[20 µM]	i	48	0.2%	nt	2.2	79	20%	0.1%	10%
O=C(O)c1ccc(NC(=O)c2cn(-c3ccccc3)nc2-c2ccccc2)cc1
  -3%	-64%[20 µM]	i	56	-0.1%	0.4%	-1.6	51	-5%	-0.1%	-4%
O=c1sc(Nc2ccccc2)nc2ccccc12
  -4%	-34%[20 µM]	i	24	-0.1%	nt	-0.2	69	0%	0.1%	5%
COc1cccc(C(=S)N2CCCC2)c1OC
  -4%	9%	i	29	1.9%	0.1%	0.0	54	15%	0.0%	2%
Cc1nn(CC(=O)N2CCN(c3ccccc3)CC2)c(C)c1[N+](=O)[O-]
  0%	-2%	i	20	nt	6.3%	0.6	51	-2%	0.4%	4%
CCCn1c(=S)[nH]c2ccccc2c1=O
  0%	-40%[20 µM]	i	29	0.3%	-4.2%	0.5	39	-11%	1.0%	11%
CCc1ccc(-c2cc(C)no2)cc1S(=O)(=O)N1CCOc2ccccc21
  16%	-14%	i	13	0.2%	4.5%	2.9	74	-14%	0.2%	18%
NC(=O)c1nsc(C(=O)N(Cc2ccc(F)cc2)C(C(=O)NC2CCCC2)c2ccco2)c1N (stereo unspecified)
  5%	-43%	i	16	-0.2%	-1.2%	3.0	49	1%	-1.1%	9%
Oc1ccc(-c2c(-c3ccsc3)sc3ccccc23)cc1
  4%	-24%[20 µM]	i	36	-0.1%	-1.3%	30	80	6%	-0.5%	-9%
Clc1ccc(CN2CCN(c3ncccn3)CC2)c(Cl)c1
  -4%	-58%[20 µM]	i	56	0.3%	0.9%	1.0	41	5%	-0.8%	10%
Cc1cc(=O)n2[nH]c(-c3ccco3)nc2n1
  -15%	-34%	i	20	0.3%	3.2%	0.5	57	-6%	-0.1%	-1%
Cc1cccc(OCCNC(=S)NC(=O)c2cccnc2)c1
  -14%	nt	i	46	-0.2%	-0.3%	0.5	69	0%	0.4%	-4%
C/C(=N\NC(=O)c1ccc(Br)cc1)C1C(=O)c2ccccc2C1=O
  -12%	22%	i	28	-0.1%	0.4%	3.1	45	0%	-0.8%	-12%
O=[N+]([O-])c1ccccc1S(=O)(=O)n1cnc2ccccc21
  -6%	8%[20 µM]	i	39	-0.2%	nt	-0.1	38	4%	0.7%	-10%

Whole records from above. Values in the order: PhoP inhibition | KOR beta-arrestin-1 | T cell HTS | T cell HTS vesicle-bound % | GPR55 beta-arrestin | KOR beta-arrestin-2 | NTR1 ag | NTR1 ag cell count 20 µM | GPR55 LPI antagonism | West Nile antiviral | GPR35 antagonists
Oc1ccc(-c2c(-c3ccsc3)sc3ccccc23)cc1 across the screens: 4% | -24%[20 µM] | i | 36 | -0.1% | -1.3% | 30 | 80 | 6% | -0.5% | -9%
Cc1cc(=O)n2[nH]c(-c3ccco3)nc2n1 across the screens: -15% | -34% | i | 20 | 0.3% | 3.2% | 0.5 | 57 | -6% | -0.1% | -1%
CCCn1c(=S)[nH]c2ccccc2c1=O across the screens: 0% | -40%[20 µM] | i | 29 | 0.3% | -4.2% | 0.5 | 39 | -11% | 1.0% | 11%
Cc1cccc(OCCNC(=S)NC(=O)c2cccnc2)c1 across the screens: -14% | nt | i | 46 | -0.2% | -0.3% | 0.5 | 69 | 0% | 0.4% | -4%
O=[N+]([O-])c1ccccc1S(=O)(=O)n1cnc2ccccc21 across the screens: -6% | 8%[20 µM] | i | 39 | -0.2% | nt | -0.1 | 38 | 4% | 0.7% | -10%

The order is random; any-hit rate near 0.62%.
